From PubChem BioAssay
GLS inh: qHTS for Inhibitors of Glutaminase (GLS); Glutaminase kidney isoform, mitochondrial (Homo sapiens), O94925; GLS enzymatic activity, qHTS titration; Potency, µM (top dose mostly 45.5 µM), inactives show at the top dose activity change, negative = inhibition, usual class: inhibitors; 410,000 tested, 0.21% active; note: potency is the fitted concentration of half-maximal effect; % is set by controls: 0 for no effect and ±100 for the full control effect
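hKGA; 45 mM KH2PO4 pH 8.2 + 0.02% Tween-20; cpd via pin tool; 1 mM Gln soln; GluOx/HRP/Amplex Red; RT 30 min; fluor. t0 & final.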
HP1b chromo inh: HTS for Inhibitors of HP1-beta Chromodomain Interactions with Methylated Histone Tails | 390,000 tested, 0.56% active | Chromobox protein homolog 1 (Homo sapiens), P83916 | AlphaScreen HP1-beta / biotin-H3K9me3 peptide binding | Potency, µM (highest dose often 114 µM), for the others: at the top dose activity change, negative = inhibition, most hits filed as inhibitors; note: potency is the fitted concentration of half-maximal effect; nearly all actives have a fitted effect of over 70% in size; inactives centre near 23
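Compound inhibition of the preformed complex between 50 nM HP1-beta and 50 nM biotinylated H3K9me3 peptide was read by AlphaScreen. Buffer was PBS pH 7.4 with 0.01% Tween-20. Incubations ran 30 min at room temperature, with 10 ug/mL donor/acceptor beads.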
Pol eta inh: qHTS for Inhibitors of Polymerase Eta; DNA polymerase eta (Homo sapiens), Q9Y253; recombinant Pol eta, fluorescent DNA replication assay; Potency, µM (doses to about 114 µM), for the others: top-dose activity change, negative = inhibition, actives largely listed as inhibitors; 390,000 tested, 1.2% active; note: potency is the fitted concentration of half-maximal effect; % is set by controls: 0 for no effect and ±100 for the full control effect
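Pol eta at 10 nM preincubated with compounds 15 min at room temperature; reaction started with fluorescent substrate (50 nM final) and read kinetically at 0 and 10 min.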
Tb PGK inh: qHTS Assay to Find Inhibitors of Phosphoglycerate Kinase | Phosphoglycerate kinase, glycosomal (Trypanosoma brucei brucei), P07378 | PGK/GAPDH coupled, Kinase-Glo luminescence, 60 min | Potency, µM (titrated, usually from 57.5 µM), inactives show at the highest dose activity change, negative = inhibition, usual class: inhibitors | 380,000 tested, 0.043% active; note: potency is the fitted concentration of half-maximal effect; % is set by controls: 0 for no effect and ±100 for the full control effect; nearly all actives have a fitted effect of over 60% in size
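Luminescent ATP detection (Kinase-Glo Plus) follows a 60-minute room-temperature incubation, with wells lacking PGK as controls. Buffer: 100 mM TEA (pH 7.6), 5 mM MgCl2, 0.01% Tween-20. Coupling enzyme GAPDH (100 nM final) supplies unstable 1,3-BPG in-well.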
PI4K2A inh: qHTS for small molecular inhibitors of PI4K2A; Phosphatidylinositol 4-kinase type 2-alpha (Homo sapiens), Q9BTU6; purified PI4K2A, ADP-Glo luminescence, 1 h; stronger effect = lower value; activity change, negative = inhibition, % at 76.9 µM; 420,000 tested, 0.13% active; in the data active = activity change below about -50%; inconclusive = mostly about -30% to -49%;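 note: -100% = wells without enzyme as full effect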
Target sequence (Q9BTU6 whole entry, looked up): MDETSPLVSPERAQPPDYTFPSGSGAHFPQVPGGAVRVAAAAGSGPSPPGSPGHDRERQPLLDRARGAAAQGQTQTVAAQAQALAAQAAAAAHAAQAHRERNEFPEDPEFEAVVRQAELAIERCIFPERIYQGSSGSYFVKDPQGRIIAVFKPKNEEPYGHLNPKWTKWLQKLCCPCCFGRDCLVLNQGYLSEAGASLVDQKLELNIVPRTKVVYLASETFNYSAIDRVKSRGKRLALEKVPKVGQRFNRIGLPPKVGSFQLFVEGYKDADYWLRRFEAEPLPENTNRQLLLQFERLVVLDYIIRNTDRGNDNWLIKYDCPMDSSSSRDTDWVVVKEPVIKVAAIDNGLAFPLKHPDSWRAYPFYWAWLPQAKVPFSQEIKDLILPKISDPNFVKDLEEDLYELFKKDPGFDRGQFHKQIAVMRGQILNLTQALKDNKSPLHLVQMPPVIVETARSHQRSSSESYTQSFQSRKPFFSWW
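In this quantitative HTS, ADP production by PI4K2A was quantified luminescently after 1 h at ambient temperature; 100 microM adenosine served as plate-quality control.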
Pin1 inhibitor: qHTS Assay to Find Inhibitors of Pin1; Peptidyl-prolyl cis-trans isomerase NIMA-interacting 1 (Homo sapiens), Q13526; AID 504891, 2011; 390,000 tested, 0.009% active; Potency, µM (doses to about 115 µM), without a hit: top-dose activity, negative = inhibition, hits mostly inhibitors; Pin1 FP peptide displacement, HiFluor488, 10 min; active = well fitted inhibition curve with a large enough effect in the polarisation, with a control signal flat, not every such curve was filed as active; inconclusive = small, poorly fitted or top-dose-only effect, or effect the other way, or a change in a side signal; inactive = no such curve, though single readings can be large or run the other way; the % refers to the polarisation; note: potency is the fitted concentration of half-maximal effect; % is set by controls: 0 for no effect and ±100 for the full control effect
Target sequence (Q13526 whole entry, looked up): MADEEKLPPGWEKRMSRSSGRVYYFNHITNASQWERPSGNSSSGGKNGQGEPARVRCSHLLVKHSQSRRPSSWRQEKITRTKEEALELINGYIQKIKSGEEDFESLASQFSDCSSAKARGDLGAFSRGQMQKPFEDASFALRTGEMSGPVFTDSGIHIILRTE
BAZ2B block: qHTS Assay for Inhibitors of BAZ2B | 360,000 tested, 4.4% active | AlphaScreen BAZ2B-H3K14Ac peptide displacement | Bromodomain adjacent to zinc finger domain protein 2B (Homo sapiens), Q9UIF8 | Potency, µM (series often up to 114 µM), without a hit: at the top dose activity change, negative = inhibition, most hits filed as inhibitors; note: potency is the fitted concentration of half-maximal effect; % is set by controls: 0 for no effect and ±100 for the full control effect; nearly all actives have a fitted effect of over 60% in size
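AlphaScreen displacement of biotin-H3(5-23)K14Ac peptide (50 nM final) from BAZ2B (50 nM final) in PBS pH 7.4, 0.01% Tween-20; complex preformed 30 min RT, then compounds (top 110 uM) 30 min RT, beads 20 min dark.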
G9a inh: qHTS Assay for Inhibitors of Histone Lysine Methyltransferase G9a; Histone-lysine N-methyltransferase EHMT2 (Homo sapiens), Q96KQ7; G9a H3K9 monomethylation, AlphaScreen, 2 h; Potency, µM (top dose mostly 102 µM), for inactives: top-dose activity, negative = inhibition, most hits filed as inhibitors; 350,000 tested, 8.8% active; AID 504332, 2011; note: potency is the fitted concentration of half-maximal effect; % is set by controls: 0 for no effect and ±100 for the full control effect; nearly all actives have a fitted effect of over 75% in size
Target sequence (Q96KQ7 913-1193 limits assumed): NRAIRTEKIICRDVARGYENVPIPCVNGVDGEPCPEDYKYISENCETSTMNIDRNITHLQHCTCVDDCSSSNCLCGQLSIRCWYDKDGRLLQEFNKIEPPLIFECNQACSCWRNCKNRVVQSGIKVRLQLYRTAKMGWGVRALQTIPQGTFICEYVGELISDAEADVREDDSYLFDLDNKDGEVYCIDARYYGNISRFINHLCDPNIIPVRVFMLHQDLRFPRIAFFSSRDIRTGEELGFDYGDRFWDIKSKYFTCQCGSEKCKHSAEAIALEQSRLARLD
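Step 1: enzyme (final 20 nM) with compound, 15 min RT. Step 2: substrate peptide 500 nM and SAM 20 uM, 2 h RT. Step 3: anti-H3K9me1 antibody and AlphaScreen beads, 10 min, then plate read.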
JMJD2A Tudor inh: qHTS Assay for Inhibitors of JMJD2A-Tudor Domain. AlphaScreen JMJD2A-Tudor / H3K4me3 peptide binding. Potency, µM (series often up to 114 µM), without a hit: top-dose activity change, negative = inhibition, actives largely listed as inhibitors. 390,000 tested, 4.4% active; note: potency is the fitted concentration of half-maximal effect; % is set by controls: 0 for no effect and ±100 for the full control effect; nearly all actives have a fitted effect of over 50% in size
The depositor's hits bear a star; i = inactive; ? = inconclusive; · = no result given; & = joins results of further samples; [ ] = remark or other dose. Unless noted, calls come from the whole dose curve; as a rule, active = well fitted curve in the direction sought with a large enough effect; inconclusive = small, poorly fitted or top-dose-only effect, or another doubt; inactive = no such curve, though single readings can be large; an effect the other way counts as inactive or inconclusive. A portion of the library; rates above refer to the full screens.

SMILES | GLS inh | HP1b chromo inh | Pol eta inh | Tb PGK inh | PI4K2A inh | Pin1 inhibitor | BAZ2B block | G9a inh | JMJD2A Tudor inh
O=C(Cn1c2c(c(-c3ccccc3Cl)cc1=O)CCC2)N1CCC2(CC1)OCCO2 | -4% | 10% | 0% | -8% | 8 | -8% | -1% | -33%[59 µM] | -17%
CN(C)CCN=Cc1c(O)n(Cc2ccco2)c(=O)[nH]c1=O | 0% | 50%[activator] | -1% | -6% | -11 | -2% | ? | 6%[0.501 µM] | -14%
O=C1c2ccccc2CCc2ccccc21 | 10% | 53%[activator] | -10% | i | 2&4 | 0% | · | · | 28%
Cc1ccc(Cl)cc1-n1c(O)c(C=NCCCN2CCOCC2)c(=O)[nH]c1=O | -2% | 67%[activator] | -9% | 2% | 0 | -1% | -3% | 0% | -5%[11.4 µM]
Clc1ccc2c(c1)C(c1ccccc1Cl)=NCc1nncn1-2 | 2% | 44%[activator] | 3% | -2% | -13 | 0% | 7% | 12%[59 µM] | -9%
CCOP(=O)(OCC)Oc1cc(C)c(N(C)C)c(C)c1 | -15% | 41%[activator][57 µM] | -11% | i | 5 | -5% | 1% | ? | 5%
Cc1[nH]c2ccc(OC(F)(F)F)cc2c1CCNCc1ccc(Cl)cc1 | 7% | ? | -15% | -7% | 4 | -5% | 50µM* | ? | 13µM*
COc1ccc2c(c1)c(CCN)c(C)n2Cc1ccccc1 | -10% | ? | -14% | -8% | -2 | 3% | ? | 40µM* | ?
COc1cc2c(cc1OC)-c1c3c(cc4c1[C@@H](C2)N(C)CC4)OCO3 | 14% | 1% | -11% | -4% | -20 | 4% | -34% | -15% | ?
O=C(c1csc2c1CCCCC2)N1CCC2(CC1)OCCO2 | 3% | 13% | -6% | 5% | 5 | 1% | -3% | -4%[59 µM] | -2%
COc1cccc(CNCCc2cccc(F)c2)c1OC | -1% | ? | -19% | 4% | 0 | 5% | 79µM* | -9%[0.501 µM] | 28µM*
O=C(NCc1ccc(C(=O)N2CCC3(CC2)OCCO3)cc1)c1cccc(Br)c1 | 5% | 15% | -11% | 8% | -6 | -8% | -4% | · | -6%

Ordered by molar mass (ascending): part of the list above
SMILES | GLS inh | HP1b chromo inh | Pol eta inh | Tb PGK inh | PI4K2A inh | Pin1 inhibitor | BAZ2B block | G9a inh | JMJD2A Tudor inh
O=C1c2ccccc2CCc2ccccc21 | 10% | 53%[activator] | -10% | i | 2&4 | 0% | · | · | 28%
COc1cccc(CNCCc2cccc(F)c2)c1OC | -1% | ? | -19% | 4% | 0 | 5% | 79µM* | -9%[0.501 µM] | 28µM*
COc1ccc2c(c1)c(CCN)c(C)n2Cc1ccccc1 | -10% | ? | -14% | -8% | -2 | 3% | ? | 40µM* | ?
CCOP(=O)(OCC)Oc1cc(C)c(N(C)C)c(C)c1 | -15% | 41%[activator][57 µM] | -11% | i | 5 | -5% | 1% | ? | 5%
COc1cc2c(cc1OC)-c1c3c(cc4c1[C@@H](C2)N(C)CC4)OCO3 | 14% | 1% | -11% | -4% | -20 | 4% | -34% | -15% | ?
Cc1ccc(Cl)cc1-n1c(O)c(C=NCCCN2CCOCC2)c(=O)[nH]c1=O | -2% | 67%[activator] | -9% | 2% | 0 | -1% | -3% | 0% | -5%[11.4 µM]
O=C(Cn1c2c(c(-c3ccccc3Cl)cc1=O)CCC2)N1CCC2(CC1)OCCO2 | -4% | 10% | 0% | -8% | 8 | -8% | -1% | -33%[59 µM] | -17%

The listing continues:
SMILES | GLS inh | HP1b chromo inh | Pol eta inh | Tb PGK inh | PI4K2A inh | Pin1 inhibitor | BAZ2B block | G9a inh | JMJD2A Tudor inh
CCN1C[C@]2(COC)CC[C@H](O)[C@@]34C5C[C@H]6[C@H](O)C5[C@](O)(C[C@H]6OC)[C@@H]([C@H](OC)C23)[C@@H]14 (stereo partly drawn) | 0% | 22% | -14% | -10% | -7 | 1% | · | · | -5%
Cc1cccc(N/N=C/c2c(O)[nH]c(=S)[nH]c2=O)c1 | 35%[activator] | 23% | -9% | -7% | -8 | -2% | · | · | -24%
O=C(c1ccc(Br)cc1)C12CN3CN(CN(C3)C1)C2 | -1% | 32% | -16% | 6% | 10 | -3% | -3% | 3%[59 µM] | -18%
COC(=O)NC(=S)Nc1ccccc1NC(=S)NC(=O)OC | 18% | 5% | 1% | 0% | 0 | -6% | · | · | -24%
COc1cccc(C2(O)CCN(Cc3ccncc3)CC2)c1 | 18% | 48%[activator] | -5% | -1% | -1 | 2% | 7% | 48% | -2%
CN1CCC(c2c[nH]c3ccccc23)C1 (stereo not drawn) | 12% | 13% | -13% | -9% | 1 | -5% | -27% | -39%[59 µM] | -15%
CCOC(=O)C1C(=O)NC2(C)CC1c1cc(OC)ccc1O2 (stereo not drawn) | 12% | 25% | -2% | -4% | -2 | -6% | -5% | ? | -15%
O=C(CCN1CCOCC1)NCC(=O)Nc1ccc(Br)cc1C(=O)c1ccccc1 | 0% | -4% | -6% | -2% | -5 | -5% | -4% | -6%[12.7 µM] | ?
COc1cc(C(=O)N/N=C/c2ccc(OC(=O)N3CCOCC3)cc2)cc(OC)c1OC | -6% | 7% | -2% | · | 0 | -1% | -1% | ? | -18%
C[C@@H]1C[C@@H]([C@H](O)CC2CC(=O)NC(=O)C2)C(=O)[C@@H](C)C1 | 16% | 37%[activator] | -12% | -4% | 2&2 | -15% | 1% | -1%[0.501 µM] | -13%
COc1ccc(NC(=S)NC(NC(=O)CF)C(Cl)(Cl)Cl)c([N+](=O)[O-])c1 (stereo not drawn) | -5% | 15% | -14% | -15% | 3 | -5% | ? | 10µM* | 3%
CCN1C[C@@]2(COC)C3[C@@H](OC)[C@H]4[C@@H]1[C@@]3(C1C[C@H]3[C@H](OC(=O)c5ccccc5)C1[C@]4(OC(C)=O)C[C@H]3OC)[C@@H](OC)C[C@H]2O (stereo partly drawn) | 15% | 23% | -6% | -10% | 0 | -3% | · | · | -6%
CC(=O)Nc1nnc(SCC(=O)NCCOc2ccccc2)s1 | 2% | -5% | -1% | 4% | 6 | ? | ? | ? | -18%
CN(C)C(=O)Oc1c(Cl)cc(Cl)c2ccccc12 | -1% | 56%[activator] | -19% | -3% | -1 | -2% | 20% | -6% | 37%[activator]
Cc1cc(N(CCCl)CCCl)ccc1/C=N/NC(=O)c1ccco1 | -3% | 23% | -15% | -2% | 0 | 7% | 5% | · | -12%
O=[N+]([O-])c1ccc(N2CCCC2)c2ccncc12 | -6% | 9% | -9% | -3% | 3 | 50%[activator] | -34% | ? | -20%
Cc1c(N=Cc2c(O)n(Cc3ccccc3)c(=O)[nH]c2=O)c(=O)n(-c2ccccc2)n1C | -9% | 20% | -19% | -1% | -3 | 4% | -6% | -10% | 3%
CSc1ccc(C(=O)C2CCCN(Cc3cc4ccccc4[nH]3)C2)cc1 (stereo not drawn) | -1% | ? | 0% | 5% | 3 | 19% | 20µM* | 16µM* | 11µM*
Cc1nn(Cc2ccccc2Cl)c(C)c1C(=O)OCC(=O)NC1CCCC(C)C1C (stereo not drawn) | -1% | 14% | -13% | -6% | -3 | 0% | 4% | 19%[59 µM] | -4%
COC(=O)CC1(CC(=O)OC)C(=O)N(c2ccccc2)C(=O)N(c2ccccc2)C1=O | 8% | -2% | -12% | -2% | 1 | 2% | -2% | 6%[2.33 µM] | -7%
CCN1CCN(c2ncnc3ccc(Br)cc23)CC1 | -1% | 28% | -9% | -1% | 3 | -5% | 16% | 7%[12.7 µM] | -8%
O=c1cccc2n1CC1CC2CN(Cc2c(F)cccc2Cl)C1 (stereo not drawn) | 2% | 13% | -18% | -9% | 6 | -8% | ? | 45µM* | 56µM*
Cc1ccc(-n2c(/C=C/c3cc(Br)cs3)nc3ccccc3c2=O)cc1C | 6% | 30%[activator] | -19% | 9% | 0 | 0% | -8% | 4%[59 µM] | -5%
CC(C)n1c(O)c(C=NCc2ccccc2)c(=O)[nH]c1=S | 4% | 43%[activator] | -6% | 5% | 2 | ? | -7% | · | -22%
COC(=O)C1=C(c2ccccc2OCc2ccccc2)C[C@@H]2CC[C@H]1N2C(=O)NCc1cccc(C(F)(F)F)c1 | 1% | 21% | -25% | -1% | -2 | 2% | -1% | 13%[2.33 µM] | -6%
CCC(=O)c1cn(Cc2ccccc2C#N)c2ccccc12 | 0% | 48%[activator] | -10% | -7% | 2 | 9% | -7% | 11%[59 µM] | 20%
CN(C)c1cccc(C(=O)Nc2nc3ccc(S(=O)(=O)NC(C)(C)C)cc3s2)c1 | 8% | 10%[57 µM] | -17% | i | 0 | 20% | -21% | -4%[59 µM] | ?
COC(=O)C1=C(c2ccc(F)cc2OCc2ccccc2)C[C@@H]2CC[C@H]1N2C(=O)NCCCc1ccccc1 | 1% | 33% | -21% | -8% | -2 | 8% | -1% | 2%[0.501 µM] | -5%
